NCI-60 one-dose screen, 48 h, at 10 µM unless noted. Numbers give growth in % (100 = growth as untreated, 0 = no growth, -100 = all killed).
MDA-MB-231 – MDA-MB-231 breast cancer; hit rate 5% among 81,000
SR – SR leukemia cells; hit rate 8.7% among 73,000; AID 1794780
MDA-MB-468 – MDA-MB-468 breast cancer; hit rate 8.5% among 78,000; AID 2202374
T-47D – T-47D breast cancer | hit rate 5% among 79,000 | AID 1794792
K-562 – K-562 leukemia; hit rate 7.4% among 78,000; AID 1794777
HS 578T – HS 578T breast cancer | hit rate 4.1% among 78,000 | AID 1794788
BT-549 – BT-549 breast cancer | AID 1794793 | hit rate 4.4% among 78,000
MCF7 – MCF7 breast cancer; AID 1794796; hit rate 6.3% among 82,000
An asterisk follows results filed as active; . = no result given; & = joins results of further samples. Rule for the calls: active = growth percent below 10; inactive = the rest.

Order of values – MDA-MB-468	SR	K-562	MDA-MB-231	MCF7	BT-549	T-47D	HS 578T
C1=C\CCC2(OCCO2)C2(CC/1)OCCO2
    97	93	83	128	100	126	113	96
O=C(N/N=C/c1cc(Cl)ccc1[N+](=O)[O-])c1cccc2ccccc12
    87	.	81	84	72	81	91	73
COc1ccc(CNNC(=O)C2CCCCC2)c(OC)c1OC
    100	120	103	110	96	111	93	105
CCOC(=O)c1sc(NCC(=O)Nc2ccc([N+](=O)[O-])cc2Cl)c(C(=O)OCC)c1C
    102	120	93	105	92	125	93	102
Cn1c(O)c(C(/C=C/c2ccccc2)=Nc2ccccc2N)c(=O)n(C)c1=O
    .	-20*	56	91	99	121	86	110
c1ccc2nc(N3CCCC3)c(N3CCCCC3)nc2c1
    110	85	.	110	88	105	110	102
COc1cc(C2CC(c3ccc(Cl)cc3)=Nc3c(C)nn(-c4ccccc4)c3N2)ccc1Oc1nc2c(c(=O)n(C)c(=O)n2C)n1C (configuration not stated)
    90	65	77	95	78	91	93	91
O=c1cc(CP(=O)(O)O)c2cc(O)c(-c3ccccc3)cc2o1
    99	95	105	111	97	108	101	101
CSc1nc2sc3cc(Cl)ccc3n2c(=N)c1C#N
    -45*	57	110	73	49	.	70	25
CC/C(C)=C1/C(=O)Nc2cc(Cl)c(CCCl)cc21
    93	101	105	84	82	103	94	90
CCCSSCCC
    112	96	98	105	84	99	93	101
CCCCC1COc2cccc3c(SCC(=O)N(C)c4cccc5ccccc45)cc[n+]1c23 (configuration not stated)
    92	96	88	110	92	102	.	108
CCCCCC(C)CO (configuration not stated)
    106	99	96	104	95	101	97	104
NC(=O)c1cc(Cl)nc2nc(Cl)nc(N)c12
    118	.	107	89	102	.	97	78
CCS(=O)(=O)CCn1c([N+](=O)[O-])cnc1C
    102	100	.	102	107	108	104	106
Nc1c(C(=O)Nc2cccc3ccncc23)sc2nc3c(cc12)CN(Cc1ccccc1)CC3
    94	54	85	104	91	102	105	101
CCCCc1nc(Cl)c(C2CC(c3ccc(OC)cc3)=NN2c2cc(Cl)cc(Cl)c2)[nH]1 (configuration not stated)
    85	87	89	96	87	91	96	94
CN(CCO)CC(O)Cn1cnc2c(N)ncnc21 (configuration not stated)
    106	112	106	112	95	103	98	101
CC1(C)NCCC[C@]2(C)[C@H]3CC=C4[C@@H]5C[C@](C)(COC(=O)c6ccccc6C(=O)O)CC[C@]5(C)CC[C@@]4(C)[C@]3(C)CC[C@@H]12
    30	25	.	84	41	72	.	63
COC1OC(CO)C(N=C(C)C)C1O (configuration not stated)
    105&109	97	94	104&104	97&96	100&106	86&102	102&102

Four entries from above, in markdown:
| canonical_smiles | MDA-MB-468 | SR | K-562 | MDA-MB-231 | MCF7 | BT-549 | T-47D | HS 578T |
| --- | --- | --- | --- | --- | --- | --- | --- | --- |
| CSc1nc2sc3cc(Cl)ccc3n2c(=N)c1C#N | -45* | 57 | 110 | 73 | 49 | . | 70 | 25 |
| CCOC(=O)c1sc(NCC(=O)Nc2ccc([N+](=O)[O-])cc2Cl)c(C(=O)OCC)c1C | 102 | 120 | 93 | 105 | 92 | 125 | 93 | 102 |
| COC1OC(CO)C(N=C(C)C)C1O (configuration not stated) | 105&109 | 97 | 94 | 104&104 | 97&96 | 100&106 | 86&102 | 102&102 |
| CCCCCC(C)CO (configuration not stated) | 106 | 99 | 96 | 104 | 95 | 101 | 97 | 104 |

(list continues)
Order of values – MDA-MB-468	SR	K-562	MDA-MB-231	MCF7	BT-549	T-47D	HS 578T
CS(=O)(=O)Nc1ccc(C(=O)NC(C(=O)NO)c2ccc(-c3cc(F)c(F)c(F)c3)cc2)cc1 (configuration not stated)
    86	85	89	87	89	118	79	103
COC1C(COC(=O)c2ccccc2)OC2OC(C)(C)OC21 (configuration not stated)
    108	90	87	103	97	103	94	101
Clc1ncnc2c1cnn2-c1ccccc1
    97	94	95	.	94	119	.	107
CCCCCCCOC(=O)COc1ccccc1
    105	.	108	112	95	116	104	107
COc1cccc(OC2=CC(=O)c3ccc(C)nc3C2=O)c1
    76	64	58	71	75	92	65	98
CS(=O)(=O)c1ccc(-c2ccc3ncc(C#N)c(Nc4ccc(F)c(Cl)c4)c3c2)cc1
    58	.	109	82	96	57	89	54
CC(C)[C@@]12C[C@@H](OC(=O)C3CO3)[C@@](C)(O1)[C@@H]1CC[C@@H](C)[C@H]1[C@@H]2OC(=O)/C=C/c1ccccc1 (some centres not stated)
    95	75	105	77	86	77	59	-21*
CCOC(=O)c1cnc2ccccc2c1Nc1cccc(S(=O)(=O)NC)c1
    100	103	88	73	81	105	53	79
CCN(CC)CCOc1cccc2c1C(=O)c1ccccc1C2=O
    91	88	94	86	92	.	107	90
Cc1ccc(N2C(=O)CCC2=O)cc1
    103	104	113	94	95	81	105	99
O=C(Cn1cc(COc2ncnc3sc4c(c23)CCCC4)nn1)Nc1cccnc1
    68	75	41	91	95	95	55	89
O=C(NNc1nc(N2CCN(C3CCCCC3)CC2)nc(N2CCN(C(c3ccccc3)c3ccccc3)CC2)n1)c1ccccc1
    41	52	73	75	78	65	71	63
COC(=O)/C=C/CBr
    91	114	111	96	92	111	105	99
N#Cc1ccc(C(S(=O)(=O)Cc2ccccc2)S(=O)(=O)Cc2ccccc2)cc1
    100	97	92	101	90	96	97	98
CN(C)C(=O)c1ccccc1-n1cnc2ccccc2c1=O
    100	103	108	100	96	117	99	108
CCCCCCCCCCCCCCCCCCNc1c(Cl)c(N=NC(N)=S)c2ccccc2c1NNC(N)=S
    101	54	96	66	87	91	103	56
NS(=O)(=O)c1cc([N+](=O)[O-])ccc1Cl
    95	84	130	99	115	89	101	110
Fc1ccc2c(CN3CCO[C@H](COc4cccc(Cl)c4)C3)c[nH]c2c1
    -39*	37	32	67	20	58	38	65
O=C(C1CCCCC1C(=O)N1CCCCC1)N1CCCCC1 (configuration not stated)
    87	114	111	91	98	119	104	99
Cc1ccc2nc(Cl)c(/C=C3\SC(=Nc4ccc(S(N)(=O)=O)cc4)NC3=O)cc2c1
    95	88	95	101	87	109	93	115

Remaining list, next part
Order of values – MDA-MB-468	SR	K-562	MDA-MB-231	MCF7	BT-549	T-47D	HS 578T
Cc1cc(SC#N)ncn1
    .	109	95	93	93	126	104	105
CCCn1c(=S)sc2c(NNC(C)=O)nc(C)nc21
    93	158	69	103	96	110	79	98
CN(C)c1ccnc(CNCCSC2(c3ccc(C(F)(F)F)cc3)c3ccccc3CCc3ccccc32)c1
    -88*	-51*	-16*	-55*	-72*	-15*	-56*	-23*
COc1cc([N+](=O)[O-])ccc1NC1CCC(=O)N1 (configuration not stated)
    134	99	102	110	95	97	96	115
S=c1nc(Cc2nc3ccccc3s2)[nH][nH]1
    114	96	102	81	89	94	82	99
COC(=O)C(=O)C1CCc2cc(OC)ccc2C1=O (configuration not stated)
    105	105	115	98	105	112	102	99
Cc1ccc(C(=O)COc2cccc(/C=C3\Oc4ccccc4C3=O)c2)cc1
    .	72	76	83	116	124	50	322
N/C(=N\C(N)=N\c1nc2ccccc2s1)c1ccc2ccccc2c1
    109	-18*	69	68	79	.	79	91
O=C(NS(=O)(=O)c1ccc2ccccc2c1)n1ccc2cccnc21
    109	106	103	109	107	100	92	106
CN1CCCc2cc(/C=C3\SC(=S)N(C(Cc4ccccc4)C(=O)O)C3=O)ccc21 (configuration not stated)
    99	107	96	87	92	102	94	101
NC(=O)N1N=C(c2ccccc2)CC1c1cn(-c2ccccc2)nc1-c1ccccc1 (configuration not stated)
    102	100	91	87	85	104	83	107
O=S(CC(O)(c1ccccc1)c1ccccc1)CC(O)(c1ccccc1)c1ccccc1
    80	94	81	93	87	97	90	92
CC(C)=CCC[C@](C)(O)[C@H]1CC[C@]2(C)[C@@H]1CC[C@@H]1[C@@]3(C)Cc4nccnc4C(C)(C)[C@@H]3CC[C@]12C
    69	44	63	74	-59*	75	51	98
O/N=C1\CCC2CCCCC2C1 (configuration not stated)
    105	87	106	114	93	105	94	108
CS(=O)(=O)N1CCC(Nc2nccc(O[C@H]3CO[C@H]4[C@@H]3OC[C@@H]4OCc3ccccc3)n2)CC1
    109	106	99	98	83	106	95	100
CC(C)Cn1cnc2c(=O)[nH]c(N)nc21
    92	90	100	114	87	98	85	106
CCc1cc2c(cc1C(=O)CBr)C(C)(C)CCC2(C)C
    .	.	76	95	102	125	105	108
CC(=O)[C@@H]1CC[C@]2(C#N)CC[C@]3(C)[C@H](CC[C@@H]4[C@@]5(C)CCC(=O)NC(C)(C)[C@@H]5CC[C@]43C)[C@@H]12
    96	78	86	94	81	90	93	72
COc1ccc(C2C=C(c3ccc(Cl)cc3)N=C3SC=C(C)N32)cc1OC (configuration not stated)
    95	74	95	115	94	109	74	103
c1ccc(CC[n+]2ccc3ccccc3c2)cc1
    70	81	82	99	93	80	91	91

Remaining list, next part:
Order of values – MDA-MB-468	SR	K-562	MDA-MB-231	MCF7	BT-549	T-47D	HS 578T
OCc1ncc(-c2ccc(C(F)(F)F)cc2)c(N[C@@H]2C[C@H]3CC[C@@H]2C3)n1
    105	86	93	106	89	99	97	97
C=C1C(=O)N(C)CCC1C(CC)C(=O)OC (configuration not stated)
    103	104	101	121	93	100	103	111
COC(=O)/C(CCC=C(C)C)=C1\[C@@H](OC(C)=O)C[C@@]2(C)[C@H]1C/C(=N/O)[C@H]1[C@@]3(C)CC/C(=N\O)[C@@H](C)[C@@H]3CC[C@@]12C
    97	66	84	86	55	95	83	94
CCCN(C)CC(C)Nc1cc(OC)cc2cccnc12 (configuration not stated)
    70	.	.	74	66	86	.	87
N=C(N)c1ccc(/C=C/c2ccc(C(=N)N)cc2O)cc1
    120	183	142	99	101	109	107	112
Cc1[nH]c2ccccc2c1C(C[N+](=O)[O-])c1cccs1 (configuration not stated)
    94	100	90	91	104	94	86	93
O=C(O)COc1ccc2c(=O)c3sc4c(=O)c5ccccc5c(=O)c4c3c(=O)c2c1
    26	27	25	45	-57*	-97*	74	-10*
CCC[C@@H](C)/C=C(\C)[C@H]1O[C@@](O)(CC)[C@H](C)C(=O)[C@@H]1C
    103	95	121	115	101	95	88	87
CC(=O)Nc1c(C)cc(C)c(N(C)C(C)=O)c1C
    109	97	104	101	93	101	102	110
Cc1cc2nc3ccccc3n2c2cc(O)ccc12
    85	.	89	94	79	92	78	81
Cc1c(O)c(=O)ccn1-c1ccc2scnc2c1
    92	.	116	104	94	103	122	89
O=C1/C(=C/c2ccco2)CC/C1=C\c1ccco1
    60	98	94	109	26	100	81	103
Cc1ccc(C)n1Cc1ccc(Cl)cc1
    113	74	94	137	102	101	100	109
CCOC(=O)C1=C(C)N(c2ccc(OC)cc2)C2(O)C=CC(O)=C(C#N)C12C#N (configuration not stated)
    .	95	103	113	95	100	101	102
N#Cc1[nH]nc2nc[nH]c(=O)c12
    100	111	89	110	99	104	111	99
CCOc1ccc(CCNC(=O)Cc2ccc(OCC)c(OCC)c2)cc1OCC
    105	126	102	112	92	107	81	101
COc1ccc(C2=NN(c3cc(Cl)cc(Cl)c3)C(c3sc(Cl)nc3Cl)C2)cc1 (configuration not stated)
    106	85	93	88	94	104	98	103
COc1ccc2oc(=O)cc(C3C(C#N)=C(N)Oc4n[nH]c(C)c43)c2c1 (configuration not stated)
    96	85	95	98	96	108	96	99
CC(=O)c1ccc(NC(=O)CSc2nnc(-c3ccc(-c4nc5ccccc5[nH]4)cc3)o2)cc1
    122	72	74	92	81	93	78	86
C=C1C(=O)O[C@H]2[C@H]1CC/C(COC(=O)CCC(=O)OC/C1=C/CC[C@@]3(C)O[C@H]3[C@H]3OC(=O)C(=C)[C@@H]3CC1)=C\CC[C@@]1(C)O[C@@H]21
    -39*	0.5*	3.5*	-0.4*	12	67	20	80

Full records from above. Screens in order: MDA-MB-468 | SR | K-562 | MDA-MB-231 | MCF7 | BT-549 | T-47D | HS 578T
N#Cc1[nH]nc2nc[nH]c(=O)c12 reads 100 | 111 | 89 | 110 | 99 | 104 | 111 | 99
CC(=O)Nc1c(C)cc(C)c(N(C)C(C)=O)c1C reads 109 | 97 | 104 | 101 | 93 | 101 | 102 | 110
O=C1/C(=C/c2ccco2)CC/C1=C\c1ccco1 reads 60 | 98 | 94 | 109 | 26 | 100 | 81 | 103
CCOC(=O)C1=C(C)N(c2ccc(OC)cc2)C2(O)C=CC(O)=C(C#N)C12C#N (configuration not stated) reads . | 95 | 103 | 113 | 95 | 100 | 101 | 102

(further entries)
Order of values – MDA-MB-468	SR	K-562	MDA-MB-231	MCF7	BT-549	T-47D	HS 578T
COc1cc(/C=C/C(=O)c2cccc(-n3cc(-c4ccc(Cl)cc4)[nH]c3=O)c2)ccc1O
    .	33	18	86	9.8*	26	62	77
O=C1NC(=S)S/C1=C\c1ccccc1Cl
    87	94	105	97	95	85	74	89
CC1=NN(c2nc(-c3ccco3)c(C#N)c(=O)n2C)C(=O)C1N=Nc1ccc(C(=O)O)cc1 (configuration not stated)
    94	119	.	102	98	104	108	104
CCN1CCN(C2=NC(=O)/C(=C/c3ccc(Br)cc3F)S2)CC1
    79	74	79	78	54	73	71	84
C=C(C)[C@@H]1CC=C2c3sc(Nc4ccccc4C(F)(F)F)nc3C[C@@H](C)[C@]2(C)C1
    70	.	77	95	81	106	85	99
Fc1ccc(-c2nnc(-c3c(-c4ccc(F)cc4)nc4ccccn34)o2)cc1
    93	47	87	79	60	60	62	92
O=C(N=Nc1c(O)[nH]c2ccc(Br)cc12)c1ccc2nc(-c3ccccc3)[nH]c2c1
    -86*	-5.8*	1.1*	-98*	-53*	-71*	-67*	-26*
CSc1ncc(Br)c(=S)[nH]1
    98	95	101	105	101	109	97	100
Cc1ccc(C(=O)c2sc(S)c(-c3nc4ccccc4s3)c2N)cc1
    107	.	105	94	102	110	103	94

Bioassay records from PubChem.
